Source: PubChem BioAssay
GRIN3A LBD mod – binders of NR3A ligand-binding domain, primary screen, biophysical, differential scanning fluorimetry, uHTS | Tm shift relative to glycine control, % at 25 µM | Glutamate receptor ionotropic, NMDA 3A (GRIN3A) ligand-binding domain | NR3A LBD differential scanning fluorimetry, Tm shift; 0% = protein alone, 100% = glycine-bound protein | AID 1259313, 2017 | 2.5% of 340,000 active;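 active = melting temperature shift of at least 10% of the positive control shift, at one fixed dose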
hIAP activ – human IAP activators, primary screen, biochemical, luminescence, uHTS. Intestinal-type alkaline phosphatase (Homo sapiens), P09923. purified human IAP, CDP-Star luminescence, 30 min; stronger effect = higher value; 1 = vehicle-only enzyme, 0 = enzyme-free background. activation factor at 10 µM. 0.16% of 330,000 active. AID 2524, 2010;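 active = activation factor of the enzyme at least 2-fold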; note: the source names both 10 and 20 µM as test concentration; values of inactives mirror those of a sister screen read the other way
Target sequence (P09923 whole entry, looked up): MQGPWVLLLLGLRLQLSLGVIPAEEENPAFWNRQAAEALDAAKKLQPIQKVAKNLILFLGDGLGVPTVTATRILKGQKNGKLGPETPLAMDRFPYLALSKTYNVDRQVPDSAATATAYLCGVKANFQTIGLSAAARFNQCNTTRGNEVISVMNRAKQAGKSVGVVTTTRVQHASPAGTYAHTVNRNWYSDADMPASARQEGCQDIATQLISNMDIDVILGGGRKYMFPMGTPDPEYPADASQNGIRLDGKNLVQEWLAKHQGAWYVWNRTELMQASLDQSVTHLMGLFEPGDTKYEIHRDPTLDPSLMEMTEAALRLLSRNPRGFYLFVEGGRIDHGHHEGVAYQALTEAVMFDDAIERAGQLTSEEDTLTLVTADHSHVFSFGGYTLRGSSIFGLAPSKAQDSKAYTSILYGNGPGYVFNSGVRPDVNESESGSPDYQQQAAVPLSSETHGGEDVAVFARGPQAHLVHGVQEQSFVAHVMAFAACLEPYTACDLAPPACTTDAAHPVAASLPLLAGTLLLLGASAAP
beta cell repl – inducers of MIN6 beta-cell proliferation, primary screen, ATP luminescence, uHTS; MIN6 cells proliferation, ATPlite luminescence, 48 h; cells starved in 0.2% serum; 100% = growth in 10% serum; proliferation, % at 10 µM; 0.29% of 330,000 active; AID 2380, 2010;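 active = compounds whose signal lies at least 3.5 SD above the mean of all wells on their plate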;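 note: 0% = DMSO-treated cells in low-serum medium and 100% = 10% serum control; some compounds called inactive have numbers as strong as hits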
APOBEC3G inh – APOBEC3G DNA deaminase inhibitors, primary screen, biochemical, fluorescence, single-stranded DNA substrate, uHTS; DNA dC->dU-editing enzyme APOBEC-3G (Homo sapiens), Q9HC16; recombinant A3G, ssDNA deamination FAM/TAMRA fluorescence; inhibition, % at 20 µM; 0.28% of 330,000 active; AID 493012, 2011;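 active = inhibition of at least 40% at 20 µM, with no more than 30% in the related APOBEC3A deaminase screen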;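 note: plate controls were DMSO wells with A3G for no effect and wells lacking A3G enzyme for full effect; some compounds called inactive have numbers as strong as hits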
mIAP activ – activators of mouse IAP, primary screen, biochemical, luminescence, uHTS; muIAP, CDP-Star luminescence, 30 min; stronger effect = higher value; 1 = vehicle-only enzyme signal, 0 = enzyme-free wells; activation factor at 10 µM; 0.24% of 330,000 active; AID 2805, 2010;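 active = activation factor of at least 2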; note: the source names both 10 and 20 µM as test concentration; values of inactives mirror those of a sister screen read the other way
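Assay system: mouse IAP enzyme; Reagent: CDP-Star chemiluminescent phosphatase substrate; Compound: DMSO-dissolved test compounds; Incubation: 30 min, room temperature; Technique: luminescence from enzymatic CDP-Star hydrolysis; Controls: DMSO-only wells and no-enzyme negative control.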
mIAP block – inhibitors of mouse IAP, primary screen, biochemical, luminescence, uHTS | purified mouse IAP, CDP-Star luminescence, 30 min | 0.2% of 330,000 active | inhibition, % at 10 µM | AID 2806, 2010;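 active = inhibition of at least 40% at 10 µM in the primary screen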;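 note: plate controls were DMSO with enzyme for no effect and no enzyme wells for full effect; values of inactives mirror those of a sister screen read the other way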
MPTP inh – mitochondrial permeability transition pore inhibitors, primary screen, biochemical, isolated mouse mitochondria, absorbance; Ca2+ swelling absorbance, 30 min; AID 602449, 2012; inhibition, % at 10 µM; 1.4% of 360,000 active;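 active = inhibition of 50% or more, scaled per plate between neutral and stimulator controls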;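 note: 0% = DMSO wells given calcium and 100% = 1 mM EGTA wells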
hIAP block – human IAP inhibitors, primary screen, biochemical, luminescence, uHTS; Intestinal-type alkaline phosphatase (Homo sapiens), P09923; purified IAP, CDP-Star luminescence, 30 min; inhibition, % at 10 µM; 0.12% of 330,000 active; AID 2544, 2010;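 active = inhibition reaching a set limit with compound at 10 µM in the primary screen, cut at about 35% in these data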;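 note: plate controls were DMSO wells with enzyme for no effect and no-enzyme buffer wells for full effect; values of inactives mirror those of a sister screen read the other way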
APOBEC3A inh – APOBEC3A ssDNA deaminase inhibitors, primary screen, selectivity assay for APOBEC3G inhibitor project, biochemical, FAM/TAMRA oligo cleavage fluorescence. DNA dC->dU-editing enzyme APOBEC-3A (Homo sapiens), P31941. AID 493011, 2011. recombinant A3A, FAM/TAMRA ssDNA deamination fluorescence. inhibition, % at 20 µM. 0.41% of 330,000 active;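 active = at least 40% inhibition at 20 µM here, with at most 30% in a related deaminase screen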;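 note: plate controls were A3A with DMSO for no effect and wells lacking A3A enzyme for full effect; some results filed as inactive read as strong as hits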
Target sequence (P31941 whole entry, looked up): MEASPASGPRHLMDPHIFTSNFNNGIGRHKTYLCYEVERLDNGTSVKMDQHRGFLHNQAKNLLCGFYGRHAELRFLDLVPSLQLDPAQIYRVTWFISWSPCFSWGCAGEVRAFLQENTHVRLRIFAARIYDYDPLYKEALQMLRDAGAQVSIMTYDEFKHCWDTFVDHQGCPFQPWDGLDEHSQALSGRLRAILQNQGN
* hit, by the source's call; . = no result given. This is a random part of the collection (roughly 5% active in at least one column).

SMILES	GRIN3A LBD mod	hIAP activ	beta cell repl	APOBEC3G inh	mIAP activ	mIAP block	MPTP inh	hIAP block	APOBEC3A inh
CC(=O)OCC1OC(OC2C[C@]3(C)C(CC(O)C4C([C@](C)(CCC=C(C)C)OC5OC(CO)C(O)C(O)C5O)CC[C@]43C)[C@@]3(C)CCC(O)C(C)(C)C23)C(O[C@@H]2OC(C)C(O)C(O)C2O)C(O)C1O (stereo partly specified)	-0.5	1.24	-1.2	-6.2	1.22	-21.5	0.0	-23.8	-6.4
CCOc1ccc2nc(SCc3ccc(CC(=O)O)cc3)c(C#N)cc2c1	-1.1	0.946	-1.8	-3.5	0.858	14.2	0.6	5.4	0.5
COc1ccc(CCNC(=O)c2c(O)c3cccc4c3n(c2=O)CC4)cc1OC	0.6	1.03	7.6	-1.6	0.924	7.6	1.2	-3.5	-17.3
Cc1ccc(C(=O)NCC(c2cccs2)N(C)C)cc1S(=O)(=O)N1CCOCC1 (stereo unspecified)	-0.2	1.12	-0.9	-4.7	1.21	-21.3	-0.6	-12.1	-2.8
CCCCCOC(=O)CSc1nc2c(c(=O)[nH]c(=O)n2C)n1CCc1ccccc1	-4.1	1.23	-0.4	14.5	0.934	6.6	-1.2	-22.7	1.8
CCC1CN(C(=O)N2CCC(C(=O)NCc3ccccc3OC)CC2)c2ccccc2O1 (stereo unspecified)	-1.4	1.47	-0.7	2.8	1.03	-3.2	1.5	-46.7	1.0
CCOC(=O)N1CCC(N(CCN(C)C)C(=S)Nc2cccc(Cl)c2C)CC1	0.2	1.18	-3.9	-6.6	1.17	-17.4	0.3	-18.1	-2.6
Fc1ccc(-c2csc3nnc(SCc4cccnc4)n23)cc1	-1.4	1	-0.1	4.4	0.992	0.8	-1.8	-0.3	5.3
Cc1ccc(Nc2c([N+](=O)[O-])ccc3nonc23)c(C)c1	0.6	0.803	-2.3	-3.0	0.89	11.0	-0.1	19.7	0.5
O=C(NC1CC1)c1cc(=S)[nH]c2ccccc12	2.1	1.12	-1.7	18.4	1.09	-9.1	-1.5	-12.4	-4.7
O=C(NCc1ccccc1)C1C(=O)N(Cc2ccccc2)C(=O)C1C1(O)CCCC1 (stereo unspecified)	1.1	1.06	0.3	2.2	0.975	2.5	1.3	-6.1	3.3
CCOc1ccc(S(=O)(=O)n2cnc3ccccc32)cc1	0.0	1.01	1.9	-10.2	1.02	-1.9	-0.6	-1.2	-1.7
CC#CCN1c2ccccc2[C@]23C[C@@H](C(=O)OC)N=C2NC(C(=O)OC)=C(C(=O)OC)[C@H]13	-1.0	0.908	2.2	0.0	0.953	4.7	-0.5	9.2	2.3
Cc1sc2ncnc(N3CCC(C(=O)Nc4ccccc4C(C)(C)C)CC3)c2c1C	-1.7	1.1	-0.1	-12.0	1.14	-14.3	0.9	-10.1	6.9
Cc1nc2ccc(-c3nc4ccccc4[nH]3)cc2[nH]1	-15.5	1.1	-1.1	-8.5	0.897	10.3	2.8	-10.5	-1.6
CCN(CC)c1ccc(/C=N/NC(=O)CNC(=O)c2ccccn2)cc1	-1.1	1.29	-3.0	-9.6	0.89	11.0	1.2	-29.4	0.1
COC(=O)CNC(=O)CN1C(=O)N(c2cccc(Cl)c2)C(N(O)C(=O)Nc2cccc(Cl)c2)C1(C)C (stereo unspecified)	-6.0	0.823	0.5	-2.5	1.04	-3.6	-1.9	17.7	-1.5
COc1ccc(CN2C3CCCC2CC(NC(=O)Nc2ccccc2C)C3)cc1 (stereo unspecified)	-1.7	0.906	-0.6	-4.4	2.98*	-197.9	-1.2	9.4	-0.7
CSc1ccccc1C(=O)N1CCC2(CC1)CC(=O)c1ccccc1O2	-1.0	1.07	-4.1	1.0	0.954	4.6	-1.3	-6.9	14.6
Cc1ccc(C(=O)OCC(=O)NCc2cccs2)cc1	-0.2	0.956	-2.6	0.0	0.99	1.0	-0.9	4.4	1.9
Cc1ccc(SCCSc2nc(N)cc(=O)[nH]2)cc1	-2.2	1.11	-2.6	1.3	0.957	4.3	3.8	-11.0	-2.0
O=C(NCCN1CCOCC1)c1ccccc1OCc1ccccc1	3.2	0.794	1.2	-4.2	0.99	1.0	-0.8	20.6	-2.0
Cc1nn(CC(=O)c2ccccc2Cl)c(C)c1[N+](=O)[O-]	-1.6	1.1	-6.6	-5.2	0.908	9.2	0.2	-10.0	-0.4
CCOc1ccccc1NS(=O)(=O)c1ccc(-c2cnc(C3CC3)o2)cc1	0.9	1.1	-6.7	-6.3	0.969	3.1	0.7	-9.7	-5.7
O=C(c1cc([N+](=O)[O-])ccc1N1CCOCC1)N1CCCC1	0.2	0.913	-2.1	-6.3	0.931	6.9	-1.2	8.7	-2.9
Carrying on.
SMILES	GRIN3A LBD mod	hIAP activ	beta cell repl	APOBEC3G inh	mIAP activ	mIAP block	MPTP inh	hIAP block	APOBEC3A inh
Cc1cccc(NC2=NCC(=O)N2Cc2ccccc2)c1	-3.6	0.969	-2.0	2.7	1	-0.5	1.3	3.0	-0.3
CC1=C(C)C(O)N(Cc2ccccc2)C1=O (stereo unspecified)	3.5	0.962	-0.2	-2.9	0.948	5.2	0.1	3.8	3.1
COCCC(=O)N1CCCC(C(=O)c2ccc3c4c(cccc24)CC3)C1 (stereo unspecified)	-2.5	0.896	-3.0	-1.1	0.97	3.0	-0.9	10.4	1.9
Cc1ccc(-c2ccc(CCC(=O)O)n2-c2cccc(C(=O)O)c2)cc1	0.9	1.07	-0.8	-6.2	0.975	2.5	0.4	-6.8	-2.4
Nc1nc(C23CC4CC(CC(C4)C2)C3)cs1	-1.4	1.11	-3.3	-5.5	0.92	8.0	-1.1	-10.7	-2.1
Cc1ccc(S(=O)(=O)N(CC(=O)N2CCCC2)C2CCCCC2)cc1	1.0	0.836	-0.5	-3.4	1.03	-2.7	1.5	16.4	-1.0
CCc1cccc(C)c1NC(=O)C1CCN(c2nn3c(=O)cc(C)nc3s2)CC1	3.0	1.18	-3.0	-6.5	1.03	-3.0	0.1	-17.8	-8.3
S=c1[nH]c(-c2ccccc2)cn1/N=C/c1ccccc1Br	-5.5	1.05	-5.2	-3.0	0.951	4.9	-0.1	-4.9	-7.3
COC(=O)CC(C(=O)Nc1cc(C(=O)OC)cc(C(=O)OC)c1)N1CCN(C)CC1 (stereo unspecified)	0.6	0.974	0.3	-4.2	1.01	-1.3	-0.3	2.6	-1.2
Cc1ccc(CN(C(=O)c2csnn2)C(C(=O)NC2CCCC2)c2ccc(C)o2)cc1 (stereo unspecified)	-1.7	1.05	-0.6	-5.9	0.998	0.2	0.7	-4.9	-5.3
CCCCN(CC)C(=O)/C=C/c1cccc([N+](=O)[O-])c1	1.4	0.995	-1.2	0.1	1.01	-0.6	0.7	0.5	-1.8
COc1ccc(NC(=O)C2CCCN(S(=O)(=O)c3ccc4c(c3)oc(=O)n4C)C2)c(OC)c1 (stereo unspecified)	-1.0	0.999	-2.2	-6.3	0.926	7.4	-0.6	0.1	-4.2
Clc1ccc(N2COC3c4cccc5cccc(c45)C32)cc1 (stereo unspecified)	-4.1	0.861	-5.4	-9.4	0.906	9.4	0.4	13.9	-1.0
CCOC(=O)Cc1csc(NC(=O)c2ccncc2)n1	-1.0	1.09	-2.6	-6.1	0.952	4.8	-0.2	-9.1	-3.2
O=C(CSc1nc(-c2ccccc2)c(-c2ccccc2)o1)N1CCOCC1	1.4	1.01	0.1	-8.2	0.947	5.3	1.2	-0.8	-5.2
Cc1ccnn1CC(=O)N/N=C/c1ccc([N+](=O)[O-])s1	-0.6	1.07	-4.1	11.9	0.656	34.4	0.7	-7.0	3.2
Cc1cc2ccccn2c1C(=O)c1nc(NCc2ccccc2)ncc1Cl	-3.9	1.21	-4.0	-5.0	0.904	9.6	1.4	-20.7	-0.9
O=C(NCCCn1ccnc1)c1ccco1	0.2	1.02	-2.2	-10.8	1.05	-5.4	0.8	-2.0	-1.9
COc1ccc(NC(=O)NNS(=O)(=O)c2cc(C)ccc2C)cc1OC	3.8	0.899	3.5	-7.1	0.967	3.3	-1.8	10.1	-3.8
COc1cc2c(C(=O)Nc3ccc4c(c3)OCO4)cn(CC(C)C)c(=O)c2cc1OC	.	1.13	-1.9	2.3	1.29	-29.3	.	-13.2	3.3
Cn1c(-c2ccc3c(c2)OCO3)cnc1NC(=O)CCC(=O)NCCc1ccccc1	0.9	0.945	-0.1	-5.4	0.95	5.0	-1.9	5.5	-4.3
CCOc1ccc(N2CC(C(=O)NC3=NCCS3)CC2=O)cc1 (stereo unspecified)	-2.4	1.07	-0.5	-0.8	0.96	4.0	-4.2	-6.8	-0.7
COC(=O)C(Cc1cnc(Cl)s1)(C(=O)OC)c1ccc([N+](=O)[O-])cc1	-1.5	0.975	-1.7	-6.2	0.931	6.9	-0.1	2.5	-3.0
CCC(C)NC(=O)CN(C1CCCCC1)S(C)(=O)=O (stereo unspecified)	-1.8	1.07	4.5	8.0	0.948	5.2	-1.2	-7.0	34.8

Shown with each value named: four of the compounds above
CSc1ccccc1C(=O)N1CCC2(CC1)CC(=O)c1ccccc1O2
  GRIN3A LBD mod: -1.0	hIAP activ: 1.07	beta cell repl: -4.1	APOBEC3G inh: 1.0	mIAP activ: 0.954	mIAP block: 4.6	MPTP inh: -1.3	hIAP block: -6.9	APOBEC3A inh: 14.6

Cc1ccc(C(=O)OCC(=O)NCc2cccs2)cc1
  GRIN3A LBD mod: -0.2	hIAP activ: 0.956	beta cell repl: -2.6	APOBEC3G inh: 0.0	mIAP activ: 0.99	mIAP block: 1.0	MPTP inh: -0.9	hIAP block: 4.4	APOBEC3A inh: 1.9

Cc1ccc(SCCSc2nc(N)cc(=O)[nH]2)cc1
  GRIN3A LBD mod: -2.2	hIAP activ: 1.11	beta cell repl: -2.6	APOBEC3G inh: 1.3	mIAP activ: 0.957	mIAP block: 4.3	MPTP inh: 3.8	hIAP block: -11.0	APOBEC3A inh: -2.0

O=C(NCCN1CCOCC1)c1ccccc1OCc1ccccc1
  GRIN3A LBD mod: 3.2	hIAP activ: 0.794	beta cell repl: 1.2	APOBEC3G inh: -4.2	mIAP activ: 0.99	mIAP block: 1.0	MPTP inh: -0.8	hIAP block: 20.6	APOBEC3A inh: -2.0
